Compound activity from PubChem.
DT40 TDP1 CPT: growth inhibition of DT40 Tdp1-/-;hTDP1 cells with camptothecin (screen for TDP1 inhibitors); chicken DT40 Tdp1-/-;hTDP1 cells + 20 nM CPT, ATP luminescence, 48 h; Potency, µM (series often up to 46.2 µM), for inactives: top-dose activity change, negative = growth inhibition, most hits filed as inhibitors; actives 12% (n = 420,000); AID 686979; note: nearly all actives have a fitted effect of over 55% in size
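Chicken DT40 Tdp1-/- cells complemented with human TDP1, 400 cells/well, exposed to compounds plus 20 nM camptothecin for at least 48 h at 37 C; viability read as ATP content by CellTiter-Glo luminescence.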
N370S GC mod: inhibitors or activators of N370S glucocerebrosidase for Gaucher disease; P04062; N370S GC spleen homogenate, 4MU-glucoside fluorescence; Potency, µM (series often up to 59.4 µM), for inactives: at the highest dose activity change, negative = inhibition, usual class: inhibitors; actives 0.092% (n = 330,000); AID 2101;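 note: 0% = full enzyme activity and -100% = no enzyme basal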
FEN1 inhibitor: inhibitors of human flap endonuclease 1; P39748; Recombinant FEN1 flap cleavage, fluorescence, 15 min; Potency, µM (titrated, usually from 114 µM), for the others: at the highest dose activity change, negative = inhibition, hits mostly inhibitors; actives 0.35% (n = 390,000); AID 588795; note: nearly all actives have a fitted effect of over 65% in size
Target sequence (P39748 whole entry, looked up): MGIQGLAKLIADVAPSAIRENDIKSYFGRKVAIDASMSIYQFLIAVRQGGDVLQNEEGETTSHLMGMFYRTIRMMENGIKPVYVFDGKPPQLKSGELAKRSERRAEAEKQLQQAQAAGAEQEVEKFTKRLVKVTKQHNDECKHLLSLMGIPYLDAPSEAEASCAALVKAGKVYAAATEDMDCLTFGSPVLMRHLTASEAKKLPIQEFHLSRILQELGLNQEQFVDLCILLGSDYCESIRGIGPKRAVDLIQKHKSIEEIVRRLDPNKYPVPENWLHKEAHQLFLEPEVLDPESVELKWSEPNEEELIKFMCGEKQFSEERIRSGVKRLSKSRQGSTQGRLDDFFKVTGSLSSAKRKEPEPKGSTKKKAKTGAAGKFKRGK
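Read-out was taken twice, immediately and after 15 min, following addition of 50 nM substrate to 10 nM FEN1 that had sat with test compound for 15 min at room temperature. Curves came from a four-parameter Hill model.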
* = called active by the depositor; ? = inconclusive; . = not tested or not shown; & = joins results of further samples; [ ] = remark or other dose. Calls come from the whole dose curve; as a rule, active = well fitted curve in the direction sought with a large enough effect; inconclusive = small, poorly fitted or top-dose-only effect, or another doubt; inactive = no such curve, though single readings can be large; an effect the other way counts as inactive or inconclusive. Unless noted, % is set by controls: 0 for no effect and ±100 for the full control effect; potency is the fitted concentration of half-maximal effect.

SMILES	DT40 TDP1 CPT	N370S GC mod	FEN1 inhibitor
O=C(Nc1nc2ccccc2s1)C1CC(=O)N(c2ccc(Cl)cc2)C1 (configuration not stated)	-15%	7%	-14%
COc1ccc(-c2nc3oc4cc(OC)ccc4c(=O)c3c(=O)n2Cc2ccco2)cc1	?	5%	?
Cc1csc(NC(=O)c2sccc2C)n1	?	-7%	-3%
COc1ccc2[nH]cc(CCNc3ccnc(-c4c(C)noc4C)n3)c2c1	?	5%	.
c1ccc2c(c1)CCc1c-2nc2ccccc2c1N1CCOCC1	12µM*	28%	-1%
C=CCNC(=O)C1CC(=O)N(c2ccc(OCc3ccccc3Cl)cc2)C1 (configuration not stated)	15%	3%	10%
COC(=O)C1CCN(C(=O)C2CCC(=O)N(CCc3cccc(F)c3)C2)CC1 (configuration not stated)	-2%	-3%	2%
Cc1ccccc1NC(=S)N(CCCN1CCOCC1)Cc1ccccn1	-4%	-17%	-5%
CCOC(=O)C1(CCOc2ccccc2)CCN(Cc2cccc(OC)c2OC)CC1	?	-21%	-26%
Brc1ccc(-c2csc(NNC3=NCCCCC3)n2)cc1	?	?	3%
COc1ccc(CNS(=O)(=O)c2ccccc2Br)cc1	.	-4%&-3%	8%
O=C(CSc1ccc2nnc(CCNC(=O)c3ccccc3)n2n1)NCc1ccccc1	0%	8%	0%
CC1=C(C(=O)OCc2ccccc2)C(c2ccc3ccccc3c2)NC(=O)N1CCCC(=O)O (configuration not stated)	1%	1%	4%
Cn1cc(Br)c(C(=O)NC2C3CC4CC(C3)CC2C4)n1 (configuration not stated)	-15%	3%	2%
O=C(Cc1ccccc1)Nc1ccccc1N1CCN(c2ccccc2)CC1	?	15%	14%
C/C(=C\c1ccco1)CN1CCC(N2CCC(C(=O)N3CCOCC3)CC2)CC1	-17%	-21%	-16%
COc1ccc(-c2ccc(OC)c(C3C4C=CCCC4(C)C(=O)N3Cc3ccccc3)c2)cc1OC (configuration not stated)	.	-8%	-26%
O=C(Nc1cc(Cl)cc(Cl)c1)c1ccc(F)c(S(=O)(=O)N2CCCCCC2)c1	5.2µM*	.	11%
Cc1cc(=O)n2[nH]c(SCc3ccccc3)nc2n1	-24%	-7%	9%
COc1cnc(-c2ccccn2)nc1Oc1cccc(Cl)c1	18µM*	5%	-4%

One compound at a time (already shown). Values in the order: DT40 TDP1 CPT | N370S GC mod | FEN1 inhibitor
Results for `c1ccc2c(c1)CCc1c-2nc2ccccc2c1N1CCOCC1` : 12µM* | 28% | -1%
Results for `COc1ccc(-c2nc3oc4cc(OC)ccc4c(=O)c3c(=O)n2Cc2ccco2)cc1` : ? | 5% | ?
Results for `Cc1csc(NC(=O)c2sccc2C)n1` : ? | -7% | -3%
Results for `O=C(Nc1cc(Cl)cc(Cl)c1)c1ccc(F)c(S(=O)(=O)N2CCCCCC2)c1` : 5.2µM* | . | 11%

Next section:
SMILES	DT40 TDP1 CPT	N370S GC mod	FEN1 inhibitor
Cc1ccc(NC(=O)C(C)c2ccc([N+](=O)[O-])cc2)cc1Cl (configuration not stated)	?	1%	-5%
O=C(CSc1ccsc1[N+](=O)[O-])NC1CCCC1	-3%	-9%	4%
Cc1sc2nc(CSc3ccccc3)nc(N3CCN(C)CC3)c2c1C	?	-11%	-11%
COc1ccc(/C=C/C(=O)C(C(N)=O)=C2SCCS2)cc1	?	-8%	-6%
CCOC(=O)CSc1nc2ccccc2n1CC(=O)NC(C)(C)C	-5%	4%	-2%
Cc1cccn2c(=O)nc(SCC(=O)Nc3ccc4c(c3)OCO4)nc12	1%	2%	-3%
CCc1ccc(S(=O)(=O)c2nnn3c2nc(N2CCC(C)CC2)c2cc(Cl)ccc23)cc1	18µM*	.	14%
N#Cc1ccccc1NC(=O)C(=O)NCCCN1CCCC1=O	-3%	-1%	0%
CCN1C(N(C)CCc2c[nH]c3ccccc23)=N[C@@H](c2cccc(C(F)(F)F)c2)C(C(=O)OC)=C1C	9.2µM*	.	-2%
CN(C)CCNc1oc(COc2cccc(Cl)c2)nc1C#N	-5%	9%[2.35 µM]	0%
Cc1cc2nnc(SCC(=O)Nc3ccc(Cl)cc3)n2c(N)n1	1%	-8%	0%
Cc1ccc(N2CC(C(=O)Nc3nnc(SCCN4CCOCC4)s3)CC2=O)cc1 (configuration not stated)	6%	-2%	-13%
COc1ccc(NC(=O)N(C)C[C@H]2Oc3ccc(NC(=O)NC(C)C)cc3C(=O)N([C@H](C)CO)C[C@@H]2C)cc1	-5%	.	16%
COc1cc(C)ccc1OCCSc1nc2ccc(NC(=O)c3ccccc3F)cc2s1	?	.	28%
Cc1c(-c2ccccc2)nnn1-c1ccc(F)cc1F	-9%	-1%	1%
COC(=O)c1ccn(CC(=O)NC2CCCCC2)n1	1%	-5%	0%
Cc1cn(C2CC3OCC3O2)c(=O)[nH]c1=O (configuration not stated)	-11%	12%	7%
CCc1nc2c(sc3nc4c(cc32)COC(C)(C)C4)c(=O)n1CCN(CC)CC	-10%	-1%	-10%
O=C(Cc1ccccc1)N(Cc1cccnc1)c1nc2c(F)cccc2s1	?	.	0%
O=C(O)c1cc(-c2ccc(/C=N/Nc3ccc(Cl)cc3)o2)ccc1Cl	-3%	1%	-23%
O=C(c1cc(S(=O)(=O)Nc2ccccc2F)c(Cl)cc1Cl)N1CCN(CCO)CC1	-21%	-6%	16%
COc1ccccc1N1CCN(S(=O)(=O)c2c(C)[nH]c(C)c2C(=O)N2CCCC2)CC1	2%	3%	-5%
Cc1ccc(C(=O)OCC(=O)NCCN2C(=O)CSC2=O)cc1	3%	3%	3%
O=C(NNC(=O)C1COc2ccccc2O1)c1ccccc1O (configuration not stated)	?	-3%	2%
N#CCc1ccc(NS(=O)(=O)c2cccs2)cc1	-11%	4%[2.35 µM]	-7%
CSc1nsc(SC)c1NC(=O)Nc1ccccn1	16µM*	?	11%
CCc1ccc(Oc2c(C(F)(F)F)oc3c(CN4CCC(C)CC4)c(O)ccc3c2=O)cc1	-16%	.	-1%
COc1ccc(C2/C=C\CN(C(=O)CC(C)C)CC(=O)N2Cc2ccc(F)cc2)cc1 (configuration not stated)	?	-1%&19%	2%&-7%
COc1cc(/C=C(\C#N)C(=O)Nc2ccc(C(=O)O)cc2)ccc1OC(=O)c1cccc(F)c1	-2%	-1%	?
COc1ccccc1/C=C/C(=O)OC(C)CN1CCOCC1 (configuration not stated)	-22%	2%	5%
COCCNc1ncnc2ccc(-c3c(C)noc3C)cc12	12µM*	-5%	.
CCC(=O)Nc1nnc(S(=O)(=O)N(C)Cc2ccco2)s1	?	0%	-11%
Cc1ccc(NC(=O)c2c(Nc3ccccc3C)sc(C(=O)c3ccccc3)c2N)cc1	?	.	-22%
CNCCCOc1ccc(C)cc1OC	8%	11%	1%
COCc1cc(=O)oc2cc(NC(=O)c3ccc(C(C)(C)C)cc3)ccc12	9.2µM*	4%	1%
Cc1ccc(Cl)cc1NC(=S)NCc1cccn1C	?	-2%	-5%
COCCOc1cnn(-c2cc(Oc3ccc(C)cc3)ncn2)c(=O)c1Cl	1%	-18%	0%
COc1ccccc1CNS(=O)(=O)c1cc(C(=O)NCC2CCCO2)c(Cl)cc1Cl (configuration not stated)	-7%	.	5%
COc1ncc2nc(-c3ccc(Cl)cc3)c(=O)n(C[C@H]3CCCO3)c2n1	10%	17%	.
NNC(=O)c1ccc(O)cc1O	3%	-14%	-12%

The last 3 entries of the part before are carried over, then new ones follow:
SMILES	DT40 TDP1 CPT	N370S GC mod	FEN1 inhibitor
COc1ccccc1CNS(=O)(=O)c1cc(C(=O)NCC2CCCO2)c(Cl)cc1Cl (configuration not stated)	-7%	.	5%
COc1ncc2nc(-c3ccc(Cl)cc3)c(=O)n(C[C@H]3CCCO3)c2n1	10%	17%	.
NNC(=O)c1ccc(O)cc1O	3%	-14%	-12%
Cc1nc2ccc([N+](=O)[O-])cc2c(=O)n1Cc1cccc(F)c1	-26%	-10%	-5%
CSc1ccc(C(=O)C2CCCN(C(=O)c3nonc3C)C2)cc1 (configuration not stated)	?	-10%	-18%
c1cnc(N2CCN(Cc3c[nH]c4ccccc34)CC2)nc1	1.8µM*	0%	5%
COc1ccc(-c2cc(C(F)(F)F)n3nc(C(=O)Nc4sc5c(c4C(=O)OC(C)C)CCCC5)cc3n2)cc1OC	0%	.	0%
CCN(CC)C(=O)c1sc(NC(=O)c2ccc(Br)o2)c(C(=O)OC)c1C	?	11%	-17%
COc1ccc(CNC(=O)CCn2c(=O)c3cccn3c3ccc(F)cc32)cc1	?	4%	-1%
Nc1nnc(SCC(=O)OCC(=O)NC2CCCCC2)s1	-10%	4%	-10%
CCOCCCNC(=S)Nc1ccc(S(N)(=O)=O)cc1	0%	-1%	-2%
CCCn1nc(C(=O)N2CCc3ccccc3C2)c2ccccc2c1=O	-28%	7%	2%
O=C(Nc1ccc(NC(=O)C2CC2)nc1)c1cccc(F)c1	-11%	4%	-11%
COc1ccc(NC(=O)Nc2ccc(F)c(F)c2)c(OC)c1	8%	2%	-9%
Cc1c(C(C)C)c(=O)n(-c2ccc(S(=O)(=O)N3CCOCC3)cc2)n1C	0%	5%	0%
COc1cc2c(cc1OC)C(c1ccc(-c3cc(Cl)ccc3Cl)o1)=NCC2	2.6µM*	12%	?
N/C(=N\OC(=O)c1cc(-c2ccccc2)nc2ccccc12)c1cccnc1	?	11%	1%
O=C(COc1ccccc1)N1CCN(c2nnc(-c3ccccc3)c3ccccc23)CC1	13µM*	-4%	-10%
O=C(CN(c1ccc(Cl)cc1)S(=O)(=O)c1ccc(Cl)c([N+](=O)[O-])c1)NCCc1ccccc1	?	2%	3%
COCc1cc(=O)[nH]c2c1c(-c1ccccc1)nn2C	1%	2%	-15%
O=C1CCC(=O)N1CCSC(=S)N1CCOCC1	-1%	-3%	1%
COc1ccccc1C(=O)NCC(=O)N/N=C/c1cc(Br)ccc1OCc1ccccc1	?	19%	-15%
O=C(O)c1ccc(COc2ccccc2/C=C2/NC(=O)N(c3cccc(Cl)c3)C2=O)cc1	0%	0%	56µM*
COc1cccc(NC(=O)Cn2c(=O)n(CCCC(=O)NCc3ccc4c(c3)OCO4)c(=O)c3ccccc32)c1	-12%	.	1%
O=C(CNC(=O)c1cccs1)c1ccc(Cl)cc1	3%	2%	-7%
COc1ccc2c(c1)[C@]1(C)CCC(=O)C[C@H]1CC2	-12%	8%	.
CC(C)(Oc1ccc(Cl)cc1)C(=O)O	-6%&-6%&-27%&12%&7%	-3%	-3%
O=C(c1ccccc1)N1N=C(c2ccccc2)CC1c1ccccc1[N+](=O)[O-] (configuration not stated)	-10%	10%	8%
Cc1ccc(S(=O)(=O)CC(C)N2CCOCC2)c(S(=O)(=O)CC(C)N2CCOCC2)c1 (configuration not stated)	-11%	11%	-18%
CCN(CC)S(=O)(=O)c1cccc(C(=O)Nc2cccnc2)c1	?	-6%	3%
CN(C)C(=O)/C(=C\c1ccncc1)NC(=O)c1ccccc1	-5%	2%	11%
CCc1cccc(C)c1NC(=O)CSc1nc2ccncc2[nH]1	?	-11%	18%&12%
CN(CC(=O)Nc1ccc(Cl)cc1)C(=O)CNC(=O)c1cccs1	-2%	.	-14%
Cc1ccc(C)c(N(CC(=O)NN=C2CCN(C)CC2)S(=O)(=O)c2ccccc2)c1	8%	5%	-10%
COc1ccccc1OP(=O)(O)Oc1ccccc1OC	12%	2%	4%
O=C(Cc1ccc(Cl)cc1)Nc1ccc(C(=O)N2CCCCC2)cc1	?	-12%	18%
CC1CCC(NC(=O)CNC(=O)c2cccs2)CC1 (configuration not stated)	-6%	-15%	0%
Cc1nc(-c2ccc(S(=O)(=O)N3CCN(c4ccccc4)CC3)cc2)co1	-23%	4%	-11%
COc1cccc(Nc2sc(C(=O)c3ccc(F)cc3)c(N)c2C(=O)NCc2ccc(Cl)cc2)c1	-95%	.	2%
COc1c(C(=O)Nc2ccc(Br)cn2)ccc2ccccc12	-15%	4%	-12%
O=C(Nc1cccc(-c2nc3ccccc3o2)c1)c1cccc(Br)c1	?	.	-2%
Cc1cc(C)c(NS(=O)(=O)c2ccccc2)c(C)c1NS(=O)(=O)c1ccccc1	-2%	.	-21%
CCSc1nnc(NC(=O)CCNS(=O)(=O)c2ccccc2F)s1	-8%	-4%	3%
Oc1ccccc1N1CCN(C(=S)NCCc2ccccc2)CC1	?	-2%	-11%
CCS(=O)(=O)N1N=C(c2cccc(NS(C)(=O)=O)c2)CC1c1cccs1 (configuration not stated)	-18%	-21%	-1%
CCc1cccc(NC(=O)CNS(=O)(=O)c2ccc3nc(C)sc3c2)c1	-6%	.	-12%
COC(=O)C1CC(O)C(O)C(O)C1 (configuration not stated)	-3%	.	4%
COc1ccc(Oc2nc(C(F)(F)F)nc3ccccc23)cc1	-4%	8%	-19%
Nc1cccc(NC(=O)CCC(=O)NCc2ccco2)c1	7%	-11%	6%
COc1ccc(/C=C2\SC(=S)N(CCCC(=O)Nc3cccc(C(=O)O)c3)C2=O)cc1OC	-16%	1%	6%
COc1ccc(CCNC(=O)CSc2nc3[nH]ncc3c(=O)n2-c2ccc(C)c(Cl)c2)cc1OC	-11%	-4%	-6%

The list is partial; the hit share may differ from the screen's.
